Compound activity deposited in PubChem BioAssay by National Center for Advancing Translational Sciences (NCATS).
JMJD2A Tudor: blocks the human JMJD2A Tudor domain; hit rate 4.4% among 390,000; AlphaScreen JMJD2A-Tudor / H3K4me3 peptide binding; Potency, µM (doses to about 114 µM), without a hit: at the top dose activity change, negative = inhibition, hits mostly inhibitors; O75164; also: % is scaled to controls: 0 for no effect and ±100 for the full control effect; nearly all actives have a fitted effect of over 50% in size
HP1b binding inh: HP1-beta chromodomain-methylated histone interaction inhibition; hit rate 0.56% among 390,000; AlphaScreen HP1-beta / biotin-H3K9me3 peptide binding; Potency, µM (highest dose often 114 µM), inactives show at the highest dose activity change, negative = inhibition, usual class: inhibitors; AID 540317; also: nearly all actives have a fitted effect of over 70% in size; inactives centre near 23
Target sequence (P83916 whole entry, looked up): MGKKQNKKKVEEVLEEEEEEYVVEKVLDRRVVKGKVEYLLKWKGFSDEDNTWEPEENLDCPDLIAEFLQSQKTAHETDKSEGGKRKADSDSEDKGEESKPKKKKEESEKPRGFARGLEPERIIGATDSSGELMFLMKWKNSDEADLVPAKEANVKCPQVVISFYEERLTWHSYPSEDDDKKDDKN
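AlphaScreen: HP1-beta (50 nM) preformed 30 min with biotin-H3(1-18)K9me3 peptide (50 nM) in PBS pH 7.4, 0.01% Tween-20. Compound added for 30 min at RT, then streptavidin donor/nickel chelate acceptor beads (10 ug/mL) for 30 min.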
RGS4 inhibitor: blocks human RGS4-accelerated GTP hydrolysis. P49798. Transcreener GDP fluorescence polarization, RGS4-accelerated GTP hydrolysis. Potency, µM (top dose mostly 114 µM), inactives show at the top dose activity change, negative = inhibition, most hits filed as inhibitors. hit rate 0.039% among 390,000. AID 504845; also: % is scaled to controls: 0 for no effect and ±100 for the full control effect; nearly all actives have a fitted effect of over 75% in size; some results filed as inactive show a strong effect at the top dose
Target sequence (P49798 whole entry, looked up): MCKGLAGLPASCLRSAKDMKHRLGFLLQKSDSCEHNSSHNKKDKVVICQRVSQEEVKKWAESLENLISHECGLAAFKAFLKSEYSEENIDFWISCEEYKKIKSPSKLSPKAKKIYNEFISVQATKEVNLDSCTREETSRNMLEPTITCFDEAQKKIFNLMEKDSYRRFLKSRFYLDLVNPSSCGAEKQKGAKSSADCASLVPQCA
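MLSMR compounds (23 nl, pin-transferred) preincubated 10 min at room temperature with a 500nM (2x) first reagent, then RGS4 at 900nM (2x) plus Transcreener GDP mix added; fluorescence polarization (620/688 nm) read before and after 90 min at 30 °C.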
Numbers without * were called inactive; ? = inconclusive; [ ] = remark or other dose. Calls follow the shape of the dose curve; as a rule, active = well fitted inhibition curve with a large enough effect; inconclusive = small, poorly fitted or top-dose-only effect; inactive = no such curve, though single readings can be large or run the other way. Potency is read from the fitted curve at half-maximal effect.

SMILES	JMJD2A Tudor	HP1b binding inh	RGS4 inhibitor
O=[N+]([O-])c1ccc(S(=O)(=O)N2CCN(c3nc(-c4ccccc4)nc4ccccc34)CC2)cc1	-12.1%	1.3%	9.5%
COc1ccc(C2Nc3ccccc3C(=O)N2Cc2ccccc2)cc1COc1ccccc1F (stereo not drawn)	2.3%[57.1 µM]	15.5%[57 µM]	8.4%
CC1CC=CC2C1C(=O)N(Cc1ccccc1)C2c1ccc2ccccc2c1C=Cc1ccccc1 (stereo not drawn)	-15.2%	28.6%	-6.2%
COc1ccc(C2Nc3ccccc3C(=O)N2Cc2ccco2)cc1OC (stereo not drawn)	-20.0%[57.1 µM]	?	-35.6%
CCCN1CNc2c(c(=O)[nH]c(=S)n2CCc2cccc(C)c2)C1	-6.8%	33.1%	-0.9%
Cc1ccc(S(=O)(=O)N2CCN(c3nc(-c4ccc(CN5CCOCC5)s4)nc4ccccc34)CC2)cc1	-34.0%	17.5%	13.8%
COc1ccc(C2Nc3ccccc3C(=O)N2c2cccc3ccccc23)cc1COc1c(C)cccc1C (stereo not drawn)	-25.4%[57.1 µM]	16.7%[57 µM]	4.0%
CCOc1nc(C#N)nc(N2CCOCC2)n1	10.0%[57.1 µM]	15.1%[57 µM]	-1.7%
COc1cc(OC)c2ccc(=O)oc2c1C(CC(=O)N1CCCCC1)c1ccc2c(c1)OCO2 (stereo not drawn)	?	6.5%	-3.1%
Cc1ccc(-c2cc(C3C4C=CCCC4(C)C(=O)N3Cc3ccccc3)ccc2F)cc1 (stereo not drawn)	-20.0%	5.9%	13.7%
COc1ccc(CNc2ccccc2C(=O)NCc2ccccc2)cc1COc1ccc(NC(C)=O)cc1	?	9.9%	-2.5%
CSc1nc(=O)[nH]c2nc[nH]c12	-4.6%[57.1 µM]	11.2%[57 µM]	-5.3%
CCOc1ccc(NC(=O)CSc2nnc3c(n2)[nH]c2ccc(S(=O)(=O)N4CCOCC4)cc23)cc1	?	11.7%	0.1%
COc1ccc(CN2CCC(=O)c3ccccc3S2(=O)=O)cc1	-16.6%	34.2%	4.8%
COC(=O)C(C(C)C)N1CC(=O)c2ccccc2S1(=O)=O (stereo not drawn)	-11.0%	61.1%[activator]	-35.9%
O=C(CCBr)Nc1cccc2cccnc12	79.4µM*	7.0%	-7.8%
O=[N+]([O-])c1ccccc1S(=O)(=O)N1CCN(c2nc(-c3cccs3)nc3ccccc23)CC1	-30.5%	19.4%	20.2%
O=C(CNC(=O)c1ccccc1)OCC(=O)c1ccc2ccccc2c1	4.6%[57.1 µM]	15.6%[57 µM]	1.2%
CCC(c1nnnn1Cc1ccccc1)N(Cc1ccccc1)Cc1cc2cc(C)ccc2[nH]c1=O (stereo not drawn)	-10.8%[57.1 µM]	-3.4%[57 µM]	?
COc1cc(OC)c2c(c1C(CCN1CCCC(C)C1)c1ccc(N(C)C)cc1)OC(=O)CC2c1ccc(N(C)C)cc1 (stereo not drawn)	8.91µM*	?	8.7%
Cc1ccc(SCC(c2ccccc2)N2CCN(CCc3ccccc3)CCC2=O)cc1 (stereo not drawn)	?	5.3%	-4.8%
Cc1ccc(-c2nc(-c3cc4cc(Cl)ccc4oc3=O)sc2C)cc1	15.4%[57.1 µM]	42.8%[activator][57 µM]	-21.7%
CC(=O)Nc1cccc(C(=O)OCC(=O)NC(=O)C2CCCCC2)c1	-6.4%	61.3%[activator]	31.5%
CC1CC=CC2C1C(=O)N(Cc1ccccc1)C2c1ccc(-c2ccc(F)cc2)cc1F (stereo not drawn)	1.4%	31.9%	-5.9%
COC(=O)C1=C[C@@H](C(=O)OC)C2C3=C(C(=O)[C@@]2(CC(C)C)NC(=O)c2ccccc2)[C@H](C)n2c(=O)n(C)c(=O)n2[C@@H]3C1 (stereo partly drawn)	-23.4%	27.8%	14.3%

Record cards, as listed above. Screens in order: JMJD2A Tudor	HP1b binding inh	RGS4 inhibitor
Record of O=C(CCBr)Nc1cccc2cccnc12 = 79.4µM*	7.0%	-7.8%
Record of CCOc1nc(C#N)nc(N2CCOCC2)n1 = 10.0%[57.1 µM]	15.1%[57 µM]	-1.7%

The main list resumes, starting 5 compounds before the break.
SMILES	JMJD2A Tudor	HP1b binding inh	RGS4 inhibitor
Cc1ccc(SCC(c2ccccc2)N2CCN(CCc3ccccc3)CCC2=O)cc1 (stereo not drawn)	?	5.3%	-4.8%
Cc1ccc(-c2nc(-c3cc4cc(Cl)ccc4oc3=O)sc2C)cc1	15.4%[57.1 µM]	42.8%[activator][57 µM]	-21.7%
CC(=O)Nc1cccc(C(=O)OCC(=O)NC(=O)C2CCCCC2)c1	-6.4%	61.3%[activator]	31.5%
CC1CC=CC2C1C(=O)N(Cc1ccccc1)C2c1ccc(-c2ccc(F)cc2)cc1F (stereo not drawn)	1.4%	31.9%	-5.9%
COC(=O)C1=C[C@@H](C(=O)OC)C2C3=C(C(=O)[C@@]2(CC(C)C)NC(=O)c2ccccc2)[C@H](C)n2c(=O)n(C)c(=O)n2[C@@H]3C1 (stereo partly drawn)	-23.4%	27.8%	14.3%
CCCN1CCC(=O)N(C(CSc2ccc(OC)cc2)c2ccccc2)CC1 (stereo not drawn)	-19.3%	31.6%	-11.1%
CC(C)[C@H](/C=C/C[Si](C)(C)C)[C@H](C)C(O)/C=C/CCCOC(=O)C(C)(C)C (stereo partly drawn)	-4.1%	36.8%	20.9%
COc1ccc(SCC(CC(C)C)N2CCN(CCc3ccccc3)CCC2=O)cc1 (stereo not drawn)	?	28.0%	-35.8%
O=S(=O)(c1ccc(C(F)(F)F)cc1)N1CCN(c2nc(-c3cccs3)nc3ccccc23)CC1	-11.6%	63.6%[activator]	2.2%
COc1ccc(N2C(=O)c3ccccc3NC2c2ccc(OC)c(COc3ccc(NC(C)=O)cc3)c2)cc1 (stereo not drawn)	-5.4%[57.1 µM]	-6.2%[57 µM]	29.0%
C=CCn1c(SCCC)nc2ccccc2c1=O	57.7%[activator][57.1 µM]	79.2%[activator][57 µM]	0.8%
O=C(O)c1ccc(B(O)O)cc1	-13.5%	22.8%	17.3%
Cc1ccc(C(=O)NCC(=O)OCC(=O)c2ccc3ccccc3c2)cc1	-5.4%[57.1 µM]	11.1%[57 µM]	1.3%
N#CN=c1snc(-c2ccccc2Cl)n1-c1ccccc1Cl	-9.2%[57.1 µM]	5.3%[57 µM]	0.6%
CCCN1CNc2c(c(=O)[nH]c(=S)n2Cc2ccc(OC)c(OC)c2)C1	-16.3%	1.7%	-6.7%
CC(=O)Oc1ccc2cc(-c3nc4c(s3)CCc3ccccc3-4)c(=O)oc2c1	-0.8%[57.1 µM]	33.9%[57 µM]	-1.3%
CC(=O)Nc1ccc(/C=C/C(=O)c2ccc(-n3nncc3-c3ccccc3)cc2)cc1	-33.1%[57.1 µM]	-8.2%[57 µM]	-43.9%
CC(=O)OCON[N+]([O-])=NC(C)C	?	7.4%	-17.1%
c1ccc(Cn2nnnc2C(c2ccccc2)N2CCN(Cc3ccncc3)CC2)cc1 (stereo not drawn)	?	50.0%[activator]	10.8%
CCOC(=O)c1ccccc1OCc1cc(C2Nc3ccccc3C(=O)N2c2cccc3ccccc23)ccc1OC (stereo not drawn)	-3.1%[57.1 µM]	-7.9%[57 µM]	2.1%
CCCCCCn1c(SCC#N)nc2ccccc2c1=O	15.4%[57.1 µM]	60.0%[activator][57 µM]	14.9%
CC(=O)O[C@@H]1[C@@H](O)CN[C@@H]1Cc1ccccc1	-15.9%	6.8%	-41.6%
O=C(Nc1c(Cl)cc([N+](=O)[O-])cc1Cl)c1cc(Cl)cc(Cl)c1O	?	-5.7%	-8.1%
CC1CC=CC2C1C(=O)N(Cc1ccccc1)C2c1ccc(F)c(Br)c1 (stereo not drawn)	33.1%	81.2%[activator]	-26.1%
COc1ccc(-c2ccc(OC)c(C3C4C=CCC(C)C4C(=O)N3Cc3ccccc3)c2)cc1OC (stereo not drawn)	-35.9%	5.2%	-13.7%
Cc1ccc(Nc2nc(NCc3ccco3)nc3nccnc23)c(C)c1	?	160.3%[activator]	2.2%
CC1CCN2c3ccccc3CC3(C(=O)OC(C)(C)OC3=O)C2C1 (stereo not drawn)	-23.1%[57.1 µM]	2.6%[57 µM]	-6.6%
CNc1ccc(C(=O)Oc2cc(O/N=[N+](\[O-])N(C)C)c([N+](=O)[O-])cc2[N+](=O)[O-])cc1	?	-0.6%	-26.7%
CC(C)(C)OC(=O)N1CCCC1C(=O)NC1COC2CC(n3cc(F)c(=O)[nH]c3=O)OC12 (stereo not drawn)	-11.0%	47.4%[activator]	-11.7%
Cc1ccc(SCC(Cc2ccccc2)N2CCN(CC(C)C)CCC2=O)cc1 (stereo not drawn)	11.7%	56.6%[activator]	14.7%
Following part:
SMILES	JMJD2A Tudor	HP1b binding inh	RGS4 inhibitor
O=S(=O)(c1ccc2ccccc2c1)N1CCN(c2nc(-c3ccccc3)nc3ccccc23)CC1	-7.8%	2.3%	24.0%
CC(=O)Nc1ccn(C2CC3OCC(NC(=O)C(NC(=O)OC(C)(C)C)C(C)OCc4ccccc4)C3O2)c(=O)n1 (stereo not drawn)	-13.8%	11.0%	13.7%
O=C(Nc1ccc(-n2nncc2-c2ccccc2)cc1)c1ccccc1	-1.5%[57.1 µM]	13.8%[57 µM]	2.3%
COc1ccc(C2/C=C\CN(S(=O)(=O)c3ccc(C)cc3)C(Cc3ccccc3)C(=O)N2Cc2ccc(F)cc2)cc1 (stereo not drawn)	-30.3%	35.0%	-37.9%
COc1ccc(C2/C=C\CN(S(=O)(=O)c3ccc(C)cc3)C(C)C(=O)N2Cc2ccc(F)cc2)cc1 (stereo not drawn)	-20.0%	25.4%	-17.6%
O=C(NNc1c(Cl)cccc1Cl)c1sc2ccccc2c1Cl	?	32.8%[activator]	-1.3%
CCNC(=O)c1ccc2nc(-c3ccccc3)c(-c3ccccc3)nc2c1	-12.3%[57.1 µM]	22.4%[57 µM]	18.5%
CCCN1CNc2c(c(=O)[nH]c(=S)n2CCc2ccc(C)c(C)c2)C1	-16.3%	21.7%	-27.5%
O=C(Nc1nnc(CCc2ccccc2)s1)C1CCN(C(=O)c2ccco2)CC1	-18.4%	11.9%	-12.7%
CC1CCN(c2oc(-c3ccc(OCc4ccccc4Cl)cc3)nc2C#N)CC1	?	?	0.9%
CC(=O)c1cccc(S(=O)(=O)N2CCN(c3nc(-c4cccs4)nc4ccccc34)CC2)c1	-19.9%	19.1%	8.3%
C=C1CCN(C(CC(C)C)C(=O)NCc2cc(OC)c(OC)c(OC)c2)S(=O)(=O)c2ccccc21 (stereo not drawn)	-9.7%	23.6%	-6.1%
COC(=O)c1ccc(-c2ccc(C3C4C=CCC(C)C4C(=O)N3Cc3ccccc3)c(F)c2)cc1 (stereo not drawn)	-17.2%	38.0%	3.1%
COC(=O)C1=C[C@@H](C(=O)OC)C2C3=C(C(=O)[C@@]2(C)NC(=O)c2ccccc2)[C@H](C)n2c(=O)n(-c4ccccc4)c(=O)n2[C@@H]3C1 (stereo partly drawn)	-7.6%	11.6%	-10.0%
O=S(=O)(Nc1cccc2cccnc12)c1cccc2ccccc12	-15.8%	34.0%	-17.1%
O=C(c1ccc2c(=O)n(Cc3ccc4c(c3)OCO4)c(=S)[nH]c2c1)N1CCN(Cc2ccccc2)CC1	-9.5%	31.4%	-0.3%
O=C(CNC(=O)C(c1ccccc1)c1ccccc1)OCC(=O)c1cccc2ccccc12	-14.6%[57.1 µM]	13.2%[57 µM]	-9.0%
CC(C)S(=O)(=O)N1CCN(c2nc(-c3cccs3)nc3ccccc23)CC1	-17.7%	38.8%[activator]	13.7%
COc1ccc(-c2ccc(C3C4C=CCCC4(C)C(=O)N3Cc3ccccc3)c(F)c2)cc1OC (stereo not drawn)	?	14.5%	-8.4%
COc1ccc(-c2cc(C3C4C=CCCC4(C)C(=O)N3Cc3ccccc3)ccc2F)cc1 (stereo not drawn)	-21.4%	15.5%	5.7%
COc1ccc(N=c2nc(-c3ccc(C)cc3)n(-c3ccccc3)s2)cc1	-33.8%[57.1 µM]	?	-47.2%
C=CCCN(Cc1ccc(OC)cc1)S(=O)(=O)c1ccccc1Br	55.2%[activator]	115.5%[activator]	-4.9%

Reformatted with each value named: entries from further up
O=C(CNC(=O)C(c1ccccc1)c1ccccc1)OCC(=O)c1cccc2ccccc12
  JMJD2A Tudor = -14.6%[57.1 µM] | HP1b binding inh = 13.2%[57 µM] | RGS4 inhibitor = -9.0%
CC(C)S(=O)(=O)N1CCN(c2nc(-c3cccs3)nc3ccccc23)CC1
  JMJD2A Tudor = -17.7% | HP1b binding inh = 38.8%[activator] | RGS4 inhibitor = 13.7%
COc1ccc(-c2ccc(C3C4C=CCCC4(C)C(=O)N3Cc3ccccc3)c(F)c2)cc1OC (stereo not drawn)
  JMJD2A Tudor = ? | HP1b binding inh = 14.5% | RGS4 inhibitor = -8.4%

An excerpt, so the mix of outcomes need not match the whole.
